High-throughput results deposited in PubChem BioAssay by several laboratories.
E coli growth = reduces bacterial viability in AddAB counter-screen; E. coli V3065 growth, OD600 absorbance, 18 h; inhibition, % at 11.9 µM; 330,000 compounds, 0.27% hits; AID 449728;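 active means inhibition above the campaign's mean inhibition across all tested compounds plus 3 SD, cut at about 9.9% in these data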;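 further: uninfected addAB+ strain grown without phage in ampicillin broth; 0% = DMSO wells and 100% = ciprofloxacin 0.95 µg/ml wells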
Wnt act = activates Wnt/beta-catenin signaling in a reporter cell assay; activator, plate reader; activation, % at 9.35 µM; 300,000 compounds, 1.2% hits; AID 743398; in the data active means activation above about 30%, passing the limit was not always enough;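 further: 0% = neutral control wells and 100% = positive control wells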
Tat export inh = blocks Tat-dependent protein export in E. coli. inhibition, % at 10 µM. 340,000 compounds, 0.036% hits. E. coli MC4100 TorA-mCherry Tat export, fluorescence;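 active means mean replicate inhibition at least 50% and at least half of replicates individually reaching 50%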;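 further: exported cargo escapes ClpAP degradation while cytoplasmic cargo is degraded and loses fluorescence; 0% = median of neutral control wells and 100% = median of NaSCN control wells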
phage Ecoli inh = E. coli growth loss with phage present; growth absorbance; AID 651602; 360,000 compounds, 0.26% hits; inhibition, % at 11.9 µM; in the data active means inhibition above about 11%
MITF TRPM1 HTS = MITF TRPM1 promoter activation in melanoma cells; SK-MEL-5 TRPM1-promoter luciferase, 24 h; % of positive control, neutral wells = 0; activation, % at 12.5 µM; 300,000 compounds, 0.75% hits;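 active means mean activation of at least 80% with every replicate also reaching 80%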;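 further: 0% = neutral control wells and 100% = parthenolide positive control wells; values of inactives mirror those of a sister screen read the other way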
AddAB inh = less growth of phage-infected E. coli with AddAB | E. coli expressing H. pylori AddAB, absorbance growth | inhibition, % at 11.9 µM | 330,000 compounds, 0.29% hits; in the data active means inhibition above about 12%;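 further: 0% = vehicle wells of infected cells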
CAL PDZ FP-1 = blocks peptide binding to the human CAL PDZ domain. Q9HD26. purified CAL PDZ, TMR-peptide fluorescence polarization, 1 h. inhibition, % at 24.9 µM. 300,000 compounds, 0.92% hits. AID 602252;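 active means mean inhibition of at least 30% with at least half of replicates also reaching 30%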;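 further: 0% = DMSO neutral control and 100% = excess unlabeled competitor peptide PRC23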
SR-BI DiI inh = blocks mouse SR-BI lipid uptake from DiI-HDL. ldlA[mSR-BI] CHO cells, DiI-HDL uptake fluorescence, 3 h. AID 488896. inhibition, % at 12.5 µM. 320,000 compounds, 0.96% hits. Q61009;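 active means mean replicate inhibition of at least 70% and a set share of replicates each scoring 70 or more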;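 further: 0% = median of neutral control wells and 100% = median of positive control wells; values of inactives mirror those of a sister screen read the other way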
Target sequence (Q61009 whole entry, looked up): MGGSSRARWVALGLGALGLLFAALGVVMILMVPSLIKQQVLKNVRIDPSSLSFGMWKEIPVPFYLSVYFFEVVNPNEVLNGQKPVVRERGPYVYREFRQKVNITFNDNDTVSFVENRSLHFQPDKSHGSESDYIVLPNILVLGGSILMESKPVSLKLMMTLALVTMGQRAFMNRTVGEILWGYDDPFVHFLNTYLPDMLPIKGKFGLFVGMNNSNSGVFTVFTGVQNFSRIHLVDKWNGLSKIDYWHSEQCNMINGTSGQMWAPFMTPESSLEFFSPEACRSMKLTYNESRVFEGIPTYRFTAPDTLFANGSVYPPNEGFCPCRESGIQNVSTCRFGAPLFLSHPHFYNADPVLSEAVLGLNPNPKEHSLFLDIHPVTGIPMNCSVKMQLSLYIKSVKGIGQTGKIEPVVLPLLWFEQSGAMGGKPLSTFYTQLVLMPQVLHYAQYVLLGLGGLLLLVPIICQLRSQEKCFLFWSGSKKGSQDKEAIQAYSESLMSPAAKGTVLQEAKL
CAL PDZ FP-2 = blocks peptide binding to human CAL PDZ domain | 330,000 compounds, 0.02% hits | AID 504414 | purified CAL PDZ, TMR-peptide fluorescence polarization, 1 h | Q9HD26 | inhibition, % at 20 µM;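 active means highest replicate inhibition of at least 40%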;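 further: plate controls were DMSO neutral control wells for no effect and unlabeled competitor peptide control wells for full effect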
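Material: tagged CAL PDZ domain; buffer or medium: 25 mM sodium phosphate pH 7.4, 150 mM NaCl, TCEP, IgG, Thesit; compound dosing: single point, 20 µM; schedule: 1 h incubation at room temperature before polarization reading; measured by: FP readout, S and P plane fluorescence; read-out basis: percent inhibition from loss of millipolarization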
SR-BI uptake up = SR-BI HDL lipid transfer activation; CHO ldlA[mSR-BI] cells, DiI-HDL uptake fluorescence, 3 h; 100 = double the neutral-control signal; activation, % at 12.5 µM; 320,000 compounds, 0.096% hits; AID 504775;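 active means mean replicate activation of at least 60% and every replicate at or above 60%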;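 further: 0% = median plate neutral-control signal and 100% = twice that signal; values of inactives mirror those of a sister screen read the other way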
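Assay system: CHO ldlA[mSR-BI] cells, LDL receptor-null, SR-BI overexpressing; medium: Ham's F12 with 0.5% BSA, HEPES 25 mM, pH 7.4; also added: DiI-HDL 10 µg/mL; timing: 3 h uptake period with compound, 37 °C; signal: DiI fluorescence, bottom read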
* hit, by the source's call; nt = not tested or not shown; & = joins results of further samples.

SMILES	E coli growth	Wnt act	Tat export inh	phage Ecoli inh	MITF TRPM1 HTS	AddAB inh	CAL PDZ FP-1	SR-BI DiI inh	CAL PDZ FP-2	SR-BI uptake up
CCC(=O)NC(c1ccc(OC)c(OC)c1)c1cc(Cl)c2cccnc2c1O (centres undefined)	nt	-2	-5	15*	-41	nt	-2	0	-1.5	0
COc1cc2ncnc(NCc3ccc4c(c3)OCO4)c2cc1OC	-2.7	-1	4	3.2	6	-0.2	-7	3	-2.2	-3
COc1ccc(C(=O)Nc2ccc3ccccc3c2)c(OC)c1	1.6	28	4	2.1	17	3.1	nt	28	-1.1	-28
COc1ccc(NC(=O)CC2SC(=Nc3ccccc3)NC2=O)c(OC)c1 (centres undefined)	-0.9	0	-1	2.7	-8	1.5	0	nt	0.7	nt
CCCCCCOc1ccc(N2C(=O)CC(S/C(N)=N/N=C(\C)c3cccs3)C2=O)cc1 (centres undefined)	-3.7	nt	-8	-2.2	-1	-2.1	20	-3	0.4	3
CN(c1ccccn1)c1ncnc2[nH]ncc12	1.6	2	10	0.1	3	0.7	-1	-9	0.6	9
O=C(CSCc1c(Cl)cccc1Cl)Nc1cccnc1	1.4	-2	-1	-0.1	1	-0.5	-3	-11	-1.0	11
C=CCn1c(COc2ccccc2)nnc1SCC(=O)O	0.6	-1	3	-0.4	-7	3.2	1	-8	-1.1	8
Cc1cc(C)cc(NC(=O)c2cccc(N3C(=O)C4C5C=CC(C5)C4C3=O)c2)c1 (centres undefined)	nt	-1	1	3.2	-3	nt	-3	50	-4.0	-50
O=C1CC(c2ccco2)Cc2nc(N3CCN(Cc4ccc5c(c4)OCO5)CC3)ncc21 (centres undefined)	1.4	nt	-1	2.0	14	3.1	-6	-11	-1.2	11
CCOC(=O)c1cc2c(ccn2C)n1CC(=O)N1CCN(c2cccc(C(F)(F)F)c2)CC1	-2.0	-3	-6	1.6	nt	0.0	-6	-14	-0.6	14
Cc1cc(C(=O)OCC(=O)N2CCCC2)c2ccccc2n1	0.1	-1	4	5.1	6	3.3	2	-22	0.6	22
O=C(Nc1ccncc1)Nc1cccc(F)c1	nt	4	-1	2.0	28	nt	-4	-23	-5.0	23
O=C(Nc1cc(S(=O)(=O)N2CCOCC2)ccc1N1CCCC1)C1COc2ccccc2O1 (centres undefined)	2.1	-3	-2	1.1	14	0.4	1	-12	1.1	12
COc1ccc(NC(=O)C/C(C)=N/NC(=O)c2cnccn2)cc1Cl	-0.8	-1	-6	1.9	0	-1.7	nt	-10	-1.0	10
CCC(c1nnc(SCC(=O)N2CCOCC2)n1C1CCCCC1)N(C)C (centres undefined)	3.6	0	-3	4.4	7	0.4	-3	-23	-2.0	23
Cn1c(=O)c2c(ncn2CC(=O)Nc2nc3ccc(F)cc3s2)n(C)c1=O	3.0	nt	11	0.9	nt	0.3	nt	-7	-0.8	7
COc1cccc(CN2CCN(c3ccc(F)cc3)C2=O)c1	0.8	6	-1	2.2	16	-1.2	-1	13	-0.3	-13
COc1cccc(CNS(=O)(=O)c2ccc3c(c2)N(C)CCO3)c1	-3.2	-1	-3	0.9	5	-0.3	1	20	-0.9	-20
Cn1c(=O)n(Cc2ccc(F)cc2)c(=O)c2c1nc1n2CCN1Cc1ccco1	1.2	-3	2	-0.3	-8	0.5	1	4	-1.0	-4
COc1ccc(N2CCN(C(=S)Nc3cc(C)ccc3C)CC2)cc1	2.0	-2	-5	0.7	-3	1.6	-3	5	-1.0	-5
CCC(=O)Nc1ccc(N2CCOCC2)c(S(=O)(=O)Nc2ccc(OC)cc2)c1	1.3	1	-11	0.5	-10	0.4	-2	-5	-0.2	5
COc1ccc(-n2c(COc3ccc4ccccc4c3)nnc2SCC(=O)NCc2ccco2)cc1	-2.4	-4	12	3.0	2	1.9	0	-4	-1.8	4
CN(C)[C@H]1N(C(=O)c2ccc(Br)cc2)N=C2c3ccccc3S(=O)(=O)N21	1.1	-5	1	0.8	-2	2.6	-4	17	-0.3	-17
CC(=O)c1ccc(OCCCC(=O)NC2=NCCS2)cc1	0.1	1	3	2.3	-6	1.9	-6	6	-0.2	-6
CCOc1ccc(S(=O)(=O)Nc2ccccc2SC)cc1	-0.8	-2	-4	2.2	5	0.7	-2	-1	-0.7	1
CCOc1ccc(N(C(=O)CNC(=O)c2ccco2)C(C(=O)NC2CCCC2)c2ccco2)cc1 (centres undefined)	-0.6	2	-2	3.0	-4	5.7	-2	0	-2.1	0
COc1c(C)cc(C(=O)C2CCCN(C(=O)c3cc(C4CC4)[nH]n3)C2)cc1C (centres undefined)	-0.4	-1	-1	1.3	-2	1.9	-2	-6	-1.1	6
Cc1cc(C)n(CC(O)COc2ccccc2C(=O)Nc2ccccc2)n1 (centres undefined)	1.6	nt	-7	4.4	0	0.7	nt	17	-1.2	-17
Cc1ccc2nc(SCC(=O)NC3CC3)[nH]c2c1	0.3	7	-1	0.6	16	0.1	nt	-17	-1.2	17

Arranged by heavy-atom count (lowest first): six of the compounds above.
SMILES	E coli growth	Wnt act	Tat export inh	phage Ecoli inh	MITF TRPM1 HTS	AddAB inh	CAL PDZ FP-1	SR-BI DiI inh	CAL PDZ FP-2	SR-BI uptake up
CCOc1ccc(S(=O)(=O)Nc2ccccc2SC)cc1	-0.8	-2	-4	2.2	5	0.7	-2	-1	-0.7	1
COc1ccc(N2CCN(C(=S)Nc3cc(C)ccc3C)CC2)cc1	2.0	-2	-5	0.7	-3	1.6	-3	5	-1.0	-5
COc1ccc(NC(=O)CC2SC(=Nc3ccccc3)NC2=O)c(OC)c1 (centres undefined)	-0.9	0	-1	2.7	-8	1.5	0	nt	0.7	nt
CCC(=O)Nc1ccc(N2CCOCC2)c(S(=O)(=O)Nc2ccc(OC)cc2)c1	1.3	1	-11	0.5	-10	0.4	-2	-5	-0.2	5
O=C1CC(c2ccco2)Cc2nc(N3CCN(Cc4ccc5c(c4)OCO5)CC3)ncc21 (centres undefined)	1.4	nt	-1	2.0	14	3.1	-6	-11	-1.2	11
COc1ccc(-n2c(COc3ccc4ccccc4c3)nnc2SCC(=O)NCc2ccco2)cc1	-2.4	-4	12	3.0	2	1.9	0	-4	-1.8	4

Fetched by structure from above (four):
SMILES	E coli growth	Wnt act	Tat export inh	phage Ecoli inh	MITF TRPM1 HTS	AddAB inh	CAL PDZ FP-1	SR-BI DiI inh	CAL PDZ FP-2	SR-BI uptake up
CCC(=O)Nc1ccc(N2CCOCC2)c(S(=O)(=O)Nc2ccc(OC)cc2)c1	1.3	1	-11	0.5	-10	0.4	-2	-5	-0.2	5
Cc1ccc2nc(SCC(=O)NC3CC3)[nH]c2c1	0.3	7	-1	0.6	16	0.1	nt	-17	-1.2	17
CCOc1ccc(S(=O)(=O)Nc2ccccc2SC)cc1	-0.8	-2	-4	2.2	5	0.7	-2	-1	-0.7	1
Cn1c(=O)n(Cc2ccc(F)cc2)c(=O)c2c1nc1n2CCN1Cc1ccco1	1.2	-3	2	-0.3	-8	0.5	1	4	-1.0	-4

Going on with the list:
SMILES	E coli growth	Wnt act	Tat export inh	phage Ecoli inh	MITF TRPM1 HTS	AddAB inh	CAL PDZ FP-1	SR-BI DiI inh	CAL PDZ FP-2	SR-BI uptake up
COc1ccc(Nc2nc(Cl)nc(NCCO)n2)cc1	1.4	nt	-2	2.8	-12	1.9	-2	-14	-0.8	14
COc1cccc(NC(=O)C(Cc2ccccc2)NC(=O)C2CCC(C)CC2)c1 (centres undefined)	1.6	-2	1	1.6	5	0.8	3	22	0.2	-22
C[C@@H](NC(=O)[C@@H]1Cc2ccccc2CN1C(=O)OC(C)(C)C)C(=O)NC1CCCC1	0.8	-1	-2	0.4	4	-2.8	-1	-25	-2.1	25
CCn1c(C(=O)N2CCC(C(=O)NCc3ccc(OC)cc3)CC2)cc2sccc21	-1.0	-1	2	0.8	-8	3.4	-4	27	-1.5	-27
CCCN(C1CCS(=O)(=O)C1)S(=O)(=O)c1ccc(F)cc1 (centres undefined)	-0.7	-4	-1	2.6	-10	0.7	-4	27	-2.6	-27
CCN(CC)c1ccc(/C=C2/SC(=O)N(C(C)C)C2=O)o1	nt	-24	-3	2.9	-8	nt	-8	6	-2.6	-6
CCOC(=O)c1ccc(NC(=O)CSc2nnc(COc3ccccc3OC)n2C)cc1	2.6	-4	2	1.4	3	0.8	-5	65	-2.2	-65
CSc1ccccc1NC(=O)CN(C)C(=O)/C=C/c1ccccc1	0.9	-7	0	2.4	-5	-0.6	0	7	-0.6	-7
CC(CCc1ccccc1)NC(=O)c1ccc(NC(=O)c2cccc(Br)c2)cc1 (centres undefined)	-2.2	-9	-4	2.4	-14	2.0	-2	63	-3.3	-63
O=C1c2cccc(NCCCNCCO)c2C(=O)c2cccc(NCCCNCCO)c21	nt	14	-79	2.9	-86	nt	-3	28	6.9	-28
Cc1nc2sc3c(c2c(=N)n1N)CCCC3	1.6	1	9	2.7	2	1.4	-6	-21	-0.7	21
O=C(N/N=C/c1ccc(OC2CSC2)cc1)c1ccccc1	2.2	nt	1	-0.2	67	1.5	-2	3	-2.9	-3
O=C(/C=C/c1c(F)cccc1Cl)Nc1ncccn1	3.6	nt	-4	5.2	35	8.4	-2	-12	-0.5	12
CCSc1nc(NCCN(C)C)c2c3c(sc2n1)COC(C)(CC)C3 (centres undefined)	-1.3	0	4	1.9	nt	-1.9	-5	-25	0.4	25
CCN(C(=O)c1ccc(C(C)(C)C)cc1)c1nnc(Cn2nnc3ccccc32)s1	2.2	-1	0	3.2	nt	5.6	nt	17	-0.4	-17
CC/C(=C(\c1ccccc1)c1ccc(OCCN(C)C)cc1)c1ccccc1	-3.0&-1.0	-1&-13	20&22	2.7&1.8	-18&-23	-1.3&-2.6	-6&-2	-7&-16	-0.6&-0.8	7&16
Cc1ccc(-c2ccc(C(=O)Nc3ccccc3)o2)c2ccccc12	2.1	2	-9	2.9	25	3.7	-2	4	-0.5	-4
O=C(NCc1ccc2c(c1)OCO2)Nc1cccc2ccccc12	0.9	14	-4	2.0	-1	-1.5	-2	-5	0.1	5
CCC(C)[C@H](NC(=O)[C@H](Cc1ccccc1)n1c(=O)[nH]c2ccccc2c1=O)C(=O)N1CCC(C(=O)O)CC1 (some centres undefined)	-0.2	-1	-8	1.0	-4	4.7	-1	0	-0.1	0
CCOc1ccc(NC(=O)CSc2nc3c([nH]c4ccccc43)c(=O)n2C)cc1	-0.7	-1	1	3.0	nt	-0.5	nt	0	-0.7	0
